HDAC3 inhib = HDAC3 deacetylase inhibitors, primary screen, biochemical, fluorescence, cell-free homogeneous. Histone deacetylase 3 (Homo sapiens), O15379. recombinant HDAC3, fluorogenic peptide/trypsin coupled. inhibition, % at 8.3 µM. hit rate 0.15% among 320,000. AID 2718, 2010; in the data active = inhibition above about 26%, passing the limit was not always enough; inconclusive = no clear call, values can overlap the other calls
Target sequence (O15379 whole entry, looked up): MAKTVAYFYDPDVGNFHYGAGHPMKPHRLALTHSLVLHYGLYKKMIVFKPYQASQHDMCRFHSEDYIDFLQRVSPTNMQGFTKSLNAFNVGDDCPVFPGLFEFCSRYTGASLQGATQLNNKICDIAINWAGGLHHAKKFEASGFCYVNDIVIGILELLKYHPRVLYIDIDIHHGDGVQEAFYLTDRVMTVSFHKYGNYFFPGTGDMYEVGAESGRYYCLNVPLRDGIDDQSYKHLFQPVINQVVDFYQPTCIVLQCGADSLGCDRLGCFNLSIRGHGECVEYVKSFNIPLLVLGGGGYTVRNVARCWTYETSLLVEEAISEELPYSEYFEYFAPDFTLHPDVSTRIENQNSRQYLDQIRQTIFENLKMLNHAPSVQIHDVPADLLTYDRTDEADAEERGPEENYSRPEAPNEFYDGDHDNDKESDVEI
GSK3 alpha inh = blockers of GSK3A enzyme activity – biochemical, luminescence, cell-free homogeneous, HTS, primary screen; Glycogen synthase kinase-3 alpha (Homo sapiens), P49840; AID 2650, 2010; hit rate 0.1% among 320,000; inhibition, % at 10 µM; GSK-3 alpha kinase, ADP-Glo luminescence, 60 min;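 in the data active = inhibition above about 50%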;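 note: GST-tagged GSK-3 alpha with peptide substrate and 25 µM ATP; 0% = DMSO neutral wells and 100% = GW8510 positive control wells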
Target sequence (P49840 whole entry, looked up): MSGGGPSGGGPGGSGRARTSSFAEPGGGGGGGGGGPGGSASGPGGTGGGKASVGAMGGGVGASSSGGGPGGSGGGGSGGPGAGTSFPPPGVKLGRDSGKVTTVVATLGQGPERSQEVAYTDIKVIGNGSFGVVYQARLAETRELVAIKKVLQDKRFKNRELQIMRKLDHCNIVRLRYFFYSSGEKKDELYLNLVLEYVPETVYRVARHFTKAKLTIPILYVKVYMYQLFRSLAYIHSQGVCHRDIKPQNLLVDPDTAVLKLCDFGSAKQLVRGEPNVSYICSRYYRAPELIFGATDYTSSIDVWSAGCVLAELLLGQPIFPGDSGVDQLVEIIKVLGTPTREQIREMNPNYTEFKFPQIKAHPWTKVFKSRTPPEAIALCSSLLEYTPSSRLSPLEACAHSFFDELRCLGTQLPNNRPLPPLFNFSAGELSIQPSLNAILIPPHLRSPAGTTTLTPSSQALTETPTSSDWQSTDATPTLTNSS
DYRK1A inh = rat Dyrk1A kinase inhibitors, primary screen, biochemical, single point, plate reader. Dual specificity tyrosine-phosphorylation-regulated kinase 1A (Rattus norvegicus), Q63470. ADP-Glo luminescence, NFATc1 peptide. inhibition, % at 12.5 µM. hit rate 0.43% among 310,000; in the data active = inhibition above about 50%;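 note: plate controls were vehicle with enzyme for no effect and no enzyme for full effect; many of its hits are not listed in these tables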
* marks the source's active call; other numbers are inactive results; ? = inconclusive. The list is partial; count on the stated rates, not on these rows.

The opening three records, ahead of the listing:
Every second line gives: HDAC3 inhib | GSK3 alpha inh | DYRK1A inh
CCOC(=O)c1[nH]cnc1C(=O)N1CCN(C(=O)OC(C)(C)C)CC1
    -5 | -1 | 4
O=S(=O)(c1ccc(SCc2cccc(Cl)c2)nc1)N1CCCC1
    3 | -2 | -1
OCC[C@H]1C[C@H](O)[C@@H](O)[C@]2(Cc3ccccc3CO2)O1
    5 | -1 | 2

All compounds of this part (from the top)
Every second line gives: HDAC3 inhib | GSK3 alpha inh | DYRK1A inh
CCOC(=O)c1[nH]cnc1C(=O)N1CCN(C(=O)OC(C)(C)C)CC1
    -5 | -1 | 4
O=S(=O)(c1ccc(SCc2cccc(Cl)c2)nc1)N1CCCC1
    3 | -2 | -1
OCC[C@H]1C[C@H](O)[C@@H](O)[C@]2(Cc3ccccc3CO2)O1
    5 | -1 | 2
CC1CCCCC12NC(=O)N(CC(=O)NNC(=O)c1ccc(Br)cc1)C2=O (stereo unspecified)
    1 | -2 | 2
COc1ccc(/C=C/C(=O)OCC(=O)NC2CCCCCC2)cc1OC
    0 | -1 | 0
O=C(COC(=O)Cc1ccc(Br)cc1)NC1CCCC1
    -8 | 0 | 4
Cc1ccc(S(=O)(=O)NCC(=O)NNC(=O)c2ccccc2Cl)cc1C
    -2 | -1 | 1
O=C(NN1CCOCC1)c1ccccc1NS(=O)(=O)c1ccc(F)cc1F
    2 | -3 | -5
COc1ccc(S(=O)(=O)Nc2ccccc2OC)cc1N=Nc1c(O)[nH]c(=S)[nH]c1=O
    0 | 0 | -1
COCCn1c(SCC(=O)Nc2cccnc2Cl)nc2ccccc21
    -1 | -1 | 1
COc1ccccc1C(CNC(=O)c1cc(S(=O)(=O)N2CCOCC2)ccc1C)N1CCCC1 (stereo unspecified)
    -2 | -3 | 0
CSCCC(NC(=O)COc1ccccc1)C(=O)OCCOc1ccc(C)cc1 (stereo unspecified)
    8 | 4 | 8
N#CCOC(=O)c1cc(S(=O)(=O)N2CCCCC2)ccc1N1CCOCC1
    -3 | -6 | 6
CCC1CCCCN1C(=O)COc1ccc2c3c(c(=O)oc2c1)CCC3 (stereo unspecified)
    -9 | -3 | -4
Nc1cc(=O)[nH]c(SCC(=O)N2CCC(Cc3ccccc3)CC2)n1
    -5 | 2 | -6
O=C(OCC(=O)c1ccc[nH]1)c1ccc(Cl)c(Cl)c1
    0 | -1 | 1
Cc1ccccc1Nc1nc(N)nc(COC(=O)c2c(C)noc2C)n1
    7 | -1 | -3
COc1ccc(CN(C)C(=O)Cn2cnc3c(SC)nc(N)nc32)cc1OC
    12 | -3 | 2
Cc1cccc(N2CCN(C(=O)CNC(=O)Cc3ccccc3)CC2)c1C
    -1 | -2 | 0
CCN(CC)C(=O)OCc1c(-c2cccc(OC)c2)ncc2ccccc12
    -8 | 0 | 6
CCOc1ccc(NC(=O)COC(=O)Cn2nc(C)c([N+](=O)[O-])c2C)cc1OCC
    -4 | -3 | -4
O=C(COC(=O)C12CC3CC(CC(Br)(C3)C1)C2)Nc1cccc(S(=O)(=O)N2CCOCC2)c1
    -12 | -4 | -2
COc1ccc(Cl)cc1NC(=O)CN(C)C(=O)/C=C/c1ccco1
    2 | -1 | -3
COc1ccccc1C(=O)NCCC(=O)NCc1ccncc1
    3 | -1 | -3
O=C(COC(=O)c1cc(=O)[nH]c2ccccc12)NCc1cccc(Cl)c1
    1 | -7 | -7
CCC(=O)NC(c1ccco1)c1cc(Cl)c2ccccc2c1O (stereo unspecified)
    6 | -1 | 7
Cc1cc(C)cc(NC(=O)Cc2ccc(S(=O)(=O)N3CCCC3)s2)c1
    1 | 0 | 1
CCCCn1c(N)c(N(CCC(C)C)C(=O)COC(=O)c2ccc([N+](=O)[O-])s2)c(=O)[nH]c1=O
    3 | 7 | -5
CCN1C(=O)[C@H]2[C@@H](c3ccc(-c4ccc(OC)cc4)c(OC)c3)N[C@@](Cc3ccccc3)(C(=O)OC)[C@H]2C1=O
    15 | -1 | 3
COc1cccc(NC(=O)CN(C)C(=O)CSc2ccc3c(c2)OCCO3)c1
    1 | -2 | 10

Of the compounds above, 9 have an aryl methoxy group:
Every second line gives: HDAC3 inhib | GSK3 alpha inh | DYRK1A inh
COc1ccc(/C=C/C(=O)OCC(=O)NC2CCCCCC2)cc1OC
    0 | -1 | 0
COc1ccc(S(=O)(=O)Nc2ccccc2OC)cc1N=Nc1c(O)[nH]c(=S)[nH]c1=O
    0 | 0 | -1
COc1ccccc1C(CNC(=O)c1cc(S(=O)(=O)N2CCOCC2)ccc1C)N1CCCC1 (stereo unspecified)
    -2 | -3 | 0
COc1ccc(CN(C)C(=O)Cn2cnc3c(SC)nc(N)nc32)cc1OC
    12 | -3 | 2
CCN(CC)C(=O)OCc1c(-c2cccc(OC)c2)ncc2ccccc12
    -8 | 0 | 6
COc1ccc(Cl)cc1NC(=O)CN(C)C(=O)/C=C/c1ccco1
    2 | -1 | -3
COc1ccccc1C(=O)NCCC(=O)NCc1ccncc1
    3 | -1 | -3
CCN1C(=O)[C@H]2[C@@H](c3ccc(-c4ccc(OC)cc4)c(OC)c3)N[C@@](Cc3ccccc3)(C(=O)OC)[C@H]2C1=O
    15 | -1 | 3
COc1cccc(NC(=O)CN(C)C(=O)CSc2ccc3c(c2)OCCO3)c1
    1 | -2 | 10

Following part.
Every second line gives: HDAC3 inhib | GSK3 alpha inh | DYRK1A inh
NC(=O)C1CCN(CC(=O)Nc2cc(S(=O)(=O)N3CCOCC3)ccc2N2CCCC2)CC1
    3 | 1 | -6
COc1ccccc1CCC(=O)OCC(=O)N1c2ccccc2NC(=O)C1(C)C
    -1 | -2 | -3
COc1ccccc1C(C)Nc1ccc(S(=O)(=O)N2CCN(C)CC2)cc1[N+](=O)[O-] (stereo unspecified)
    3 | -1 | 7
O=C(OCC(O)CO)c1ccccc1Nc1ccnc2cc(Cl)ccc12 (stereo unspecified)
    0 | 0 | 16
CCOC(=O)c1sc(NC(=O)C2CSC3(C)CCC(=O)N23)nc1C (stereo unspecified)
    12 | 8 | 4
CCOC(=O)[C@@H]1[C@H]2COc3ccc(Br)cc3[C@H]2N2C(=O)N(c3ccc(OC)cc3)C(=O)[C@]12C
    0 | -2 | 5
OCC[C@H]1C[C@H](O)[C@@H](O)[C@]2(Cc3ccccc3CCO2)O1
    -5 | -1 | 5
COc1ccc(C2=NOC(Cn3nc(-c4ccccc4)cc3C(=O)NCc3cccc(C(F)(F)F)c3)C2)cc1 (stereo unspecified)
    11 | -1 | 3
CCN(CC(=O)Nc1ccc(OC)cc1)C(=O)CSCC(=O)Nc1cc(C)on1
    5 | -2 | -6
C=CCN(c1ccccc1OC)S(=O)(=O)c1cccc(C(=O)NCc2ccco2)c1
    -9 | 6 | -7
Cc1ccc2c(c1)C(=O)C(=O)N2Cc1ccc(Cl)cc1
    8 | -1 | 2
CC(C)(C)c1ccc(C(=O)N2CCN(C(=O)c3cccs3)CC2)cc1
    6 | -1 | 3
Cc1ccc(C)c(OCCC(=O)OCC(=O)N2c3ccccc3NC(=O)C2(C)C)c1
    6 | -1 | 3
O=C(CCc1ccccc1)Nc1cccc(S(=O)(=O)N2CCOCC2)c1
    ? | 1 | -8
COc1ccccc1C(=O)NCC(=O)NCCCN1CCOCC1
    -3 | -1 | -2
Cc1cc(NC(=O)C(C)SCC(=O)N(C)Cc2ccccc2F)no1 (stereo unspecified)
    -3 | 2 | 2
CC1(C)CC(=O)C=C(c2ccc(Cl)c(C(F)(F)F)c2)C1
    3 | 1 | -24
COc1ccc(CNC(=O)CN2CCN(S(=O)(=O)c3c(C)c(C)cc(C)c3C)CC2)cc1OC
    -1 | 6 | 2
CCOc1ccc(S(=O)(=O)NCCC(=O)NCC2COc3ccccc3O2)cc1 (stereo unspecified)
    4 | 1 | 7
CCN(CC)c1ccc(C(=O)NNC(=O)CN2C(=O)NC(C)(c3ccccc3)C2=O)cc1 (stereo unspecified)
    7 | 1 | -6
COc1ccc(NC(=O)N(C)C[C@H]2Oc3c(NC(=O)C4CC4)cccc3C(=O)N([C@H](C)CO)C[C@@H]2C)cc1
    -1 | -2 | 13
COc1ccccc1NS(=O)(=O)c1ccc2[nH]c(=S)oc2c1
    5 | -1 | -2
CCN(CC(=O)Nc1ccc(NC(C)=O)cc1)C(=O)c1cc2c(s1)CCCC2
    8 | 1 | 5
CN(CC(=O)NC(=O)NC1CCCCC1)CC(=O)Nc1ccc(Cl)cc1
    13 | -1 | -4
O=C1N[C@@H](Cc2ccccc2)COC(=O)[C@@H](Cc2ccc(F)cc2)CC/C=C/C[C@H]1CC(=O)N(CCO)Cc1ccccc1
    13 | -5 | 6
O=C(C[C@@H]1C/C=C\C[C@@H](Cc2ccc(F)cc2)C(=O)OC[C@@H]2CCCN2C1=O)N[C@H](CO)Cc1ccccc1
    5 | -5 | 0
CCOC(=O)[C@H]1[C@H]2COc3ccc(OC)cc3[C@@H]2N2C(=O)c3cc(OC)ccc3NC(=O)[C@@]12C
    7 | 0 | 9
N#CC1(NC(=O)CSc2nnc(C3CC3)n2C2CC2)CCCCC1
    1 | -1 | -1
CCCCN1CC(=O)N2[C@H]3c4ccc(OC)cc4OC[C@@H]3[C@H](c3ccccc3)[C@]2(C)C1=O
    -7 | -16 | 1
CCCN(C(=O)C1CC(=O)N(c2ccccc2C(C)CC)C1)C1CCS(=O)(=O)C1 (stereo unspecified)
    1 | 0 | -3

New compounds follow:
Every second line gives: HDAC3 inhib | GSK3 alpha inh | DYRK1A inh
COc1cc2cc(CCOC(=O)c3ccc(C#N)cc3)oc(=O)c2cc1OC
    -5 | -1 | -1
COc1ccc(NC(=O)Nc2cccc3c2O[C@@H](CN(C)CC2CCCCC2)[C@@H](C)CN([C@H](C)CO)C3=O)cc1
    2 | -1 | 8
O=C1CN(C(=O)COC(=O)CCC(=O)c2ccc(Cl)cc2)c2ccccc2N1
    -3 | -2 | 5
COc1ccccc1NS(=O)(=O)c1cc(N=N/C(C(=O)Nc2ccc(Cl)cc2)=C(/C)O)ccc1C
    -2 | -3 | -2
Nc1nc(SCC(=O)Nc2cccc([N+](=O)[O-])c2)n[nH]1
    2 | -2 | 1
CC(NC(=O)COC(=O)c1cccnc1Cl)C12CC3CC(CC(C3)C1)C2 (stereo unspecified)
    2 | -5 | 8
O=C(NCCCN1CCCC1=O)c1ccccc1OCc1ccc(Cl)cc1Cl
    3 | 1 | -4
Cn1nnnc1Sc1ncnc2scc(-c3cccc(F)c3)c12
    4 | -1 | 1
Cc1ccc(CNC(=O)c2c(-c3ccccc3)sc3ccccc23)o1
    2 | 1 | 2
CCc1ccc(NC(=O)COC(=O)/C=C/c2ccco2)cc1
    6 | -2 | -1
O=C(COc1ccc2c(-c3ccccc3)cc(=O)oc2c1)NC(Cc1c[nH]c2ccccc12)C(=O)O (stereo unspecified)
    6 | 7 | 7
Cc1c(C(=O)N(Cc2ccco2)Cc2cccs2)oc2ccccc12
    0 | 0 | 4
CC(=O)NC(C)c1cc(Cl)c2ccccc2c1O (stereo unspecified)
    -4 | -2 | 14
COc1ccc2nc(C)cc(N/N=C/c3ccccc3)c2c1
    -1 | 2 | 4
O=C(COC(=O)c1ccc2c(c1)OCCO2)NCCc1ccccc1
    -1 | -1 | 3
Cc1ccc(S(=O)(=O)N2CCCC2)cc1C(=O)NCc1ccccc1CN1CCCC1
    -1 | 4 | 1
Nc1cc(=O)[nH]c(SCC(=O)NC2CCCCCCC2)n1
    9 | -2 | 2

Assay outcomes (PubChem)
